Assay outcomes: PubChem BioAssay, National Center for Advancing Translational Sciences (NCATS)
S2 tox: Viability Counterscreen for Primary qHTS for Inhibitors of ATXN expression | S2 cells (HEK-293 line with an ATXN2-luciferase reporter) viability, CellTiter-Fluor protease fluorescence, 24 h | Potency, µM (highest dose often 56.7 µM), usual class: cytotoxic | 400,000 tested, 0.49% active | AID 651635, 2014; note: potency is the fitted concentration of half-maximal effect; nearly all actives have a fitted effect of over 40% in size
Nrf2 inh: Nrf2 qHTS screen for inhibitors | A549 ARE-Fluc reporter, luciferase luminescence, 18-24 h | Potency, µM (highest dose often 46 µM), for the others: at the top dose activity change, negative = inhibition, hits mostly inhibitors | 360,000 tested, 2.1% active; note: potency is the fitted concentration of half-maximal effect; % is set by controls: 0 for no effect and ±100 for the full control effect; nearly all actives have a fitted effect of over 60% in size
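Cells were seeded and rested 2 h, then exposed to compounds for 18-24 h. CellTiter-Fluor was read first as a viability measure. BugLite was added 15 min before the final luminescent read of ARE-luciferase activity in A549 cells.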
Nrf2 ARE act: qHTS of Nrf2 Activators; AREc32 ARE-luciferase reporter (MCF7-derived line), luminescence, 24 h; Potency, µM (top dose mostly 46.1 µM), inactives show top-dose activation, actives largely listed as activators; 410,000 tested, 0.31% active; AID 624171, 2012; note: potency is the fitted concentration of half-maximal effect; % of control where 0% means no effect; nearly all actives have a fitted effect of over 65% in size
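AREc32 cells carrying an ARE-driven firefly luciferase, 1000 cells/well in OPTI-MEM with 5% FBS, dosed after overnight attachment and incubated 24 hr at 37 deg C. Steady-Glo luminescence read after 30 min at RT.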
TGFb SMAD3 inh: qHTS for Inhibitors of TGF-b | HepG2 CAGA-GFP TGF-b/SMAD3 reporter, GFP fluorescence, 18 h; TGF-beta stimulated, 500 pg/mL final | Potency, µM (top dose mostly 46.1 µM), for the others: at the highest dose activity, negative = inhibition, hits mostly inhibitors | 410,000 tested, 1.2% active; note: potency is the fitted concentration of half-maximal effect; % is set by controls: 0 for no effect and ±100 for the full control effect; nearly all actives have a fitted effect of over 65% in size
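Smad-responsive CAGA-GFP expression was quantified in HEPG2 cells exposed to compounds and 500 pg/mL final TGF-beta for 18 h at 37 degrees C; unstimulated wells defined full inhibition.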
A549 tox: Nrf2 qHTS screen for inhibitors: counterscreen for cytotoxicity; AID 504648, 2011; A549 ARE-Fluc cells, CellTiter-Fluor viability, 18-24 h; 390,000 tested, 0.16% active; Potency, µM (series often up to 46 µM), for the others: top-dose activity change, negative = cytotoxicity, usual class: inhibitors; note: potency is the fitted concentration of half-maximal effect; % is set by controls: 0 for no effect and ±100 for the full control effect
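Cytotoxicity counterscreen: CellTiter-Fluor fluorescence was measured in A549 ARE_Fluc cells after 18-24 h of compound exposure in a concentration series. The subsequent BugLite luminescent read reports ARE-luciferase activity.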
HepG2 viability: qHTS for Inhibitors of TGF-b: Cytotox Counterscreen; HepG2 CAGA-GFP viability, ATP luminescence, 18 h; Potency, µM (highest dose often 46.1 µM), for inactives: top-dose activity change, negative = cytotoxicity, actives largely listed as cytotoxic; 410,000 tested, 0.76% active; AID 588856, 2011; note: potency is the fitted concentration of half-maximal effect; some results filed as inactive show a strong effect at the top dose
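HepG2 CAGA-GFP cells (1000/well, DMEM with 1% FBS) received compound, then TGF-beta at 500 pg/mL final, and were incubated 18 hours at 37 degrees C. Viability was read by CellTiter-Glo luminescence. Media-only wells were set as complete cell-killing and DMSO as no toxicity.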
Mm-Cpn inhibitor: Inhibitors of TCP-1 ring complex (TRiC) of Methanococcus maripaludis (MmCpn): qHTS | Chaperonin Mm-Cpn (Methanococcus maripaludis) | purified Mm-Cpn ATPase, ADP Transcreener TR-FRET | Potency, µM (top dose mostly 76.9 µM), without a hit: at the top dose activity, negative = inhibition, actives largely listed as inhibitors | 330,000 tested, 0.031% active; note: potency is the fitted concentration of half-maximal effect; % is set by controls: 0 for no effect and ±100 for the full control effect; nearly all actives have a fitted effect of over 80% in size
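TR-FRET (320 nm excitation; 590 and 665 nm emission) reports ADP made from 10 uM ATP by 25 nM enzyme; compounds were preincubated 10 min, reaction run 30 min, both at 37°C.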
CCT modulator: High-Throughput Screening for Modulators of Cytosolic Chaperonin Activity; purified chaperonin ATPase assay, HTRF ADP detection, 30 min; activity change, % (concentration not given with the values), hits read low; 360,000 tested, 0.3% active; AID 651819, 2012; in the data active = activity change below about -30%; note: % is set by controls: 0 for no effect and ±100 for the full control effect
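TRiC at 40 or 20 nM final (batch-dependent) in 30 mM Tris pH 7.4, 100 mM KCl, 5 mM MgCl2, 1 mM DTT, with compound at single 76 uM and 10 uM ATP, 30 min at 37 deg C. ADP detected by HTRF Transcreener, 665/615 ratio.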
pAkt inh: HTS Assay for Inhibitors of Akt Phophorylation: Primary Screen; activity change, % for hits at 50 µM; Neuro2A IGF-stimulated pAkt S473 HTRF, 20 min; hits give low values; 360,000 tested, 0.32% active; in the data active = activity change below about -80%; inconclusive = mostly about -51% to -80%; note: % is set by controls: 0 for no effect and ±100 for the full control effect
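Single-point screen (50 µM final compound) in Neuro2A cells stimulated 20 min with 6 nM IGF at 37 deg C. After lysis, Ser473-phosphorylated Akt read by HTRF (ex 330 nm, em 615/665 nm) as the 665/615 ratio.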
Numbers without * were called inactive; i = inactive; ? = inconclusive; . = no result given. Unless noted, calls come from the whole dose curve; as a rule, active = well fitted curve in the direction sought with a large enough effect; inconclusive = small, poorly fitted or top-dose-only effect, or another doubt; inactive = no such curve, though single readings can be large; an effect the other way counts as inactive or inconclusive. No enrichment for hits; any-hit rate near 4.4%.

nr | Compound | S2 tox | Nrf2 inh | Nrf2 ARE act | TGFb SMAD3 inh | A549 tox | HepG2 viability | Mm-Cpn inhibitor | CCT modulator | pAkt inh
1 | Cc1cc(C)c(NC(=S)NC(=O)c2c(Cl)c(C)nn2C)c([N+](=O)[O-])c1 | i | -19.4% | 0.2% | ? | 3.8% | -7.1% | 1.7% | 0.0 | i
2 | Cc1ccc(NC(=O)CN2CCC(NC(=O)c3ccccc3F)CC2)cc1C | i | -15.2% | 0.2% | 15.0% | 1.8% | 1.7% | 1.6% | -1.9 | i
3 | COc1ccc(CC(=O)Nc2sc3c(c2C#N)CC(C)(C)NC3(C)C)cc1OC | i | -12.8% | 0.2% | -4.1% | 5.1% | -12.2% | 1.3% | -2.5 | i
4 | COc1cc(OC)cc(C(=O)NCC(=O)OC(C)C(=O)NC(C)C2CC3CCC2C3)c1 (configuration not stated) | i | 3.6% | -0.1% | -0.3% | 0.0% | -23.1% | -1.1% | 0.0 | i
5 | O=C(COC(=O)c1ccco1)NCc1ccc(Cl)cc1Cl | i | -7.6% | -0.4% | -17.4% | -6.9% | 3.6% | 0.7% | -0.7 | i
6 | CCCCn1c(CCCNC(=O)CC)nc2ccccc21 | i | -2.6% | -0.6% | 7.4% | 13.8% | -6.2% | 1.8% | -1.3 | i
7 | CC(=O)CCc1c(C)nc2ccc(C)cc2c1Cl | i | 26.4% | 16.6% | 3.9% | 1.5% | 6.9% | -1.2% | 2.2 | i
8 | COC(=O)c1ccc(CN2CCCC(CNC(=O)Cc3ccc(OC)cc3)C2)cc1 (configuration not stated) | i | 24.1% | -0.4% | 1.3% | -1.2% | -0.3% | 2.1% | -0.2 | i

From no. 7 to 8, as listed above:
nr | Compound | S2 tox | Nrf2 inh | Nrf2 ARE act | TGFb SMAD3 inh | A549 tox | HepG2 viability | Mm-Cpn inhibitor | CCT modulator | pAkt inh
7 | CC(=O)CCc1c(C)nc2ccc(C)cc2c1Cl | i | 26.4% | 16.6% | 3.9% | 1.5% | 6.9% | -1.2% | 2.2 | i
8 | COC(=O)c1ccc(CN2CCCC(CNC(=O)Cc3ccc(OC)cc3)C2)cc1 (configuration not stated) | i | 24.1% | -0.4% | 1.3% | -1.2% | -0.3% | 2.1% | -0.2 | i

The results go on.
nr | Compound | S2 tox | Nrf2 inh | Nrf2 ARE act | TGFb SMAD3 inh | A549 tox | HepG2 viability | Mm-Cpn inhibitor | CCT modulator | pAkt inh
9 | COc1ccc(C2CC(C(F)(F)F)n3ncc(C(=O)NCC4CCCO4)c3N2)cc1OC (configuration not stated) | i | 6.2% | 2.4% | -12.5% | -6.3% | 11.7% | 1.1% | -2.3 | i
10 | Cc1ccccc1NC(=O)C1CCC(=O)N1 (configuration not stated) | i | -1.5% | -0.4% | 17.6% | -1.9% | 4.0% | 1.8% | -9.1 | i
11 | Cc1nn(Cc2ccccc2)c(C)c1/C=N/NC(=O)c1ccccc1O | i | 8.8% | 1.5% | -4.7% | 5.8% | -6.0% | 2.4% | -5.1 | i
12 | Cc1onc(-c2ccccc2)c1C(=O)c1c[nH]c(C(=O)NCCCN2CCOCC2)c1 | i | 6.9% | 0.2% | 1.3% | 14.2% | -2.1% | 0.8% | -2.5 | i
13 | Cc1ccccc1N1CCN(S(=O)(=O)c2nnc(NC(=O)c3ccc(C(C)C)cc3)s2)CC1 | i | ? | -0.6% | -7.9% | -2.4% | -19.9% | . | . | .
14 | COc1cccc(C(=O)NCCc2sc(-c3cccc(C)c3)nc2C)c1 | i | . | 4.9% | -5.8% | -2.0% | -32.4% | . | . | .
15 | Cc1ccc(NC(=O)Cc2ncon2)cc1Cl | i | ? | -0.7% | 1.1% | -1.2% | -6.9% | 3.4% | -0.7 | i
16 | Cc1ccc(S(=O)(=O)CCSc2nccn2C)cc1 | i | -4.6% | -0.7% | -23.2% | 0.7% | 24.3% | -3.1% | -0.9 | i

Further records.
nr | Compound | S2 tox | Nrf2 inh | Nrf2 ARE act | TGFb SMAD3 inh | A549 tox | HepG2 viability | Mm-Cpn inhibitor | CCT modulator | pAkt inh
17 | Cc1ccc([C@@H]2CC=C(C(=O)O)[C@H](c3cccc(F)c3)N2S(=O)(=O)c2ccccc2C)cc1 | ? | ? | -0.8% | ? | -11.3% | -22.7% | -0.2% | 2.3 | i
18 | O=C(NC1CC1)C(=O)c1c[nH]c2ccccc12 | i | 5.3% | 4.5% | 5.5% | -4.2% | -17.0% | -5.9% | 6.7 | i
19 | Cc1ccsc1/C=N/NC(=O)c1nnn(-c2nonc2N)c1-c1ccccc1 | i | ? | -0.4% | -3.8% | 0.2% | 6.1% | 1.9% | -0.9 | i
20 | O=C(Nc1ncc(S(=O)(=O)c2ccc([N+](=O)[O-])cc2)s1)c1cccnc1 | i | -2.1% | ? | ? | -5.9% | -37.1% | -0.8% | -0.8 | i
21 | Cn1c(=O)c2c(nc(NCc3ccc4c(c3)OCO4)n2Cc2ccccc2)n(C)c1=O | i | . | 3.2% | -25.8% | ? | -20.0% | 1.5% | -3.3 | i
22 | CCOC(=O)C1CCCN(CC(=O)Nc2c(F)c(F)c(F)c(F)c2F)C1 (configuration not stated) | i | 6.2% | 0.3% | 5.5% | 6.2% | 2.0% | 0.4% | -3.6 | i

In the list so far, these have an aryl methoxy group.
nr | Compound | S2 tox | Nrf2 inh | Nrf2 ARE act | TGFb SMAD3 inh | A549 tox | HepG2 viability | Mm-Cpn inhibitor | CCT modulator | pAkt inh
3 | COc1ccc(CC(=O)Nc2sc3c(c2C#N)CC(C)(C)NC3(C)C)cc1OC | i | -12.8% | 0.2% | -4.1% | 5.1% | -12.2% | 1.3% | -2.5 | i
4 | COc1cc(OC)cc(C(=O)NCC(=O)OC(C)C(=O)NC(C)C2CC3CCC2C3)c1 (configuration not stated) | i | 3.6% | -0.1% | -0.3% | 0.0% | -23.1% | -1.1% | 0.0 | i
8 | COC(=O)c1ccc(CN2CCCC(CNC(=O)Cc3ccc(OC)cc3)C2)cc1 (configuration not stated) | i | 24.1% | -0.4% | 1.3% | -1.2% | -0.3% | 2.1% | -0.2 | i
9 | COc1ccc(C2CC(C(F)(F)F)n3ncc(C(=O)NCC4CCCO4)c3N2)cc1OC (configuration not stated) | i | 6.2% | 2.4% | -12.5% | -6.3% | 11.7% | 1.1% | -2.3 | i
14 | COc1cccc(C(=O)NCCc2sc(-c3cccc(C)c3)nc2C)c1 | i | . | 4.9% | -5.8% | -2.0% | -32.4% | . | . | .
